IDH1 R132H inh = inhibitors of human IDH1 R132H; inhibition, % at 10 µM; IDH1 R132H reductase, diaphorase/resazurin fluorescence, 60 min; O75874; AID 624101; 0.18% of 70,000 active; in the data active means inhibition above about 34%;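 further: 0% = DMSO and 100% = no enzyme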
EZH2 inh = blocks human EZH2/PRC2 H3K27 methylation; Q15910; DELFIA TRF, 1 h; inhibition, % at 12.5 µM; 0.35% of 57,000 active; AID 651548;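 active means mean inhibition of replicates at least 50% and every single replicate also reaching 50%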;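 further: dimethyl H3K27 on biotinylated H3 21-44 peptide detected by antibody; plate controls were median neutral control wells for no effect and median positive control wells for full effect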
Target sequence (Q15910 whole entry, looked up): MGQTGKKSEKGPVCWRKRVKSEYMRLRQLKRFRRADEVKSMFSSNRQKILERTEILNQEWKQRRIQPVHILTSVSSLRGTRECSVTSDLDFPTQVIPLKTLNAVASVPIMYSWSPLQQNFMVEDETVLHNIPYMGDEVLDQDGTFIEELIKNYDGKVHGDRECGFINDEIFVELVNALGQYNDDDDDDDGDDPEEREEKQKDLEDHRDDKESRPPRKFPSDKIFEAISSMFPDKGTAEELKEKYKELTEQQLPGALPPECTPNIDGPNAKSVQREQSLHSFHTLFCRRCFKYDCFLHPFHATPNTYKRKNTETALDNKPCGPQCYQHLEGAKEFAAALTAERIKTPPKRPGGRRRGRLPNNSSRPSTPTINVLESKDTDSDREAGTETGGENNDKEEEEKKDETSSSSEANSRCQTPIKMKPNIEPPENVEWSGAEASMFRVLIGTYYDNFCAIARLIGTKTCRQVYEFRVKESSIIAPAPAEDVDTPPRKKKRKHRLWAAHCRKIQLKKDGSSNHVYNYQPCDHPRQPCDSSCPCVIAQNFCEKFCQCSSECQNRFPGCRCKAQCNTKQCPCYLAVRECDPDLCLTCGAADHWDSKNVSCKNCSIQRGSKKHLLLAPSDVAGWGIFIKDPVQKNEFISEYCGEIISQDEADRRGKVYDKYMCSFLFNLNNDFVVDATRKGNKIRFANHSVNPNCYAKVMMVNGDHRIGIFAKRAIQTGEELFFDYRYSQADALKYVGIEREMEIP
Active calls of the source: *; x = no result given; & = joins results of further samples. A portion of the library; rates above refer to the full screens.

The opening 7 records, to show the layout:
SMILES	IDH1 R132H inh	EZH2 inh
C[C@@H]1CN([C@H](C)CO)C(=O)Cc2cc(NS(C)(=O)=O)ccc2O[C@@H]1CN(C)Cc1ccc(Cl)c(Cl)c1	x	3
CC(C)C#Cc1cnc2c(c1)C(=O)N([C@@H](C)CO)C[C@H](C)[C@H](CN(C)C(=O)c1ccccc1F)O2	0.4	x
CN(C1CCCCC1)S(=O)(=O)c1cc(Br)cc2c1N(C(=O)C1CC1)CC2	-4.5	0
COc1ccc(NC(=O)Nc2ccc3c(c2)C(=O)N([C@H](C)CO)C[C@@H](C)[C@@H](CN(C)Cc2ccc4c(c2)OCO4)O3)cc1	0.0	-5
Cc1ccc(S(=O)(=O)Nc2ccc3c(c2)CC(=O)N([C@H](C)CO)C[C@H](C)[C@H](CN(C)Cc2ccc4c(c2)OCO4)O3)cc1	0.4	x
Cc1noc(C)c1S(=O)(=O)N(C)C[C@H]1Oc2ccc(NC(=O)Cn3cnnn3)cc2CC(=O)N([C@H](C)CO)C[C@@H]1C	-0.2	x
CC(C)CC#Cc1cnc2c(c1)C(=O)N([C@H](C)CO)C[C@@H](C)[C@H](CN(C)Cc1ccc(F)cc1)O2	-3.6	-11

The list itself, from the first entry:
SMILES	IDH1 R132H inh	EZH2 inh
C[C@@H]1CN([C@H](C)CO)C(=O)Cc2cc(NS(C)(=O)=O)ccc2O[C@@H]1CN(C)Cc1ccc(Cl)c(Cl)c1	x	3
CC(C)C#Cc1cnc2c(c1)C(=O)N([C@@H](C)CO)C[C@H](C)[C@H](CN(C)C(=O)c1ccccc1F)O2	0.4	x
CN(C1CCCCC1)S(=O)(=O)c1cc(Br)cc2c1N(C(=O)C1CC1)CC2	-4.5	0
COc1ccc(NC(=O)Nc2ccc3c(c2)C(=O)N([C@H](C)CO)C[C@@H](C)[C@@H](CN(C)Cc2ccc4c(c2)OCO4)O3)cc1	0.0	-5
Cc1ccc(S(=O)(=O)Nc2ccc3c(c2)CC(=O)N([C@H](C)CO)C[C@H](C)[C@H](CN(C)Cc2ccc4c(c2)OCO4)O3)cc1	0.4	x
Cc1noc(C)c1S(=O)(=O)N(C)C[C@H]1Oc2ccc(NC(=O)Cn3cnnn3)cc2CC(=O)N([C@H](C)CO)C[C@@H]1C	-0.2	x
CC(C)CC#Cc1cnc2c(c1)C(=O)N([C@H](C)CO)C[C@@H](C)[C@H](CN(C)Cc1ccc(F)cc1)O2	-3.6	-11
CN(CC(=O)Nc1cccc2c1CCCC2)S(=O)(=O)c1ccc(Br)cc1	0.4	-4
COC(=O)C1=C(C)NC(=O)NC1c1cccc(OC)c1OCc1ccccc1 (stereo unspecified)	1.1	2
C[C@H](O)C#Cc1cnc2c(c1)C(=O)N([C@@H](C)CO)C[C@H](C)[C@H](CN(C)Cc1ccccn1)O2	x	-14
C[C@H]1CN([C@@H](C)CO)C(=O)c2cc(NS(=O)(=O)c3ccccc3)ccc2O[C@H]1CN(C)Cc1ccccc1	-1.3	-1
C[C@H]1CN([C@@H](C)CO)C(=O)c2cc(NS(=O)(=O)c3ccc(F)cc3)ccc2O[C@H]1CN(C)C(=O)Nc1ccc(C(F)(F)F)cc1	-0.4	x
C[C@@H]1CN([C@@H](C)CO)C(=O)c2cc(-c3cccc(F)c3)cnc2O[C@H]1CN(C)S(=O)(=O)c1cccc(F)c1	-0.4	9
Cc1ccc(Cl)cc1NC(=O)C(C)n1cc([N+](=O)[O-])cn1 (stereo unspecified)	0.1	-13
C[C@H](CO)N1C[C@H](C)[C@@H](CN(C)Cc2ccc(C(=O)O)cc2)Oc2ncc(C3=CCCCC3)cc2C1=O	x	1
C[C@@H](NC(=O)C[C@@H]1C[C@H]2c3cc(NC(=O)Nc4ccccc4F)ccc3O[C@H]2[C@@H](CO)O1)c1ccccc1	-0.3	-11
CC(C)NC(=O)Nc1cccc2c1O[C@@H](CN(C)C(=O)NC(C)C)[C@H](C)CN([C@H](C)CO)C2=O	x	11
O=C(O)C[C@@H]1CC[C@@H](NC(=O)Nc2cc(F)ccc2F)[C@@H](CO)O1	-0.1	7
O=C(N[C@@H]1CC[C@H](CC(=O)N2CCCCC2)O[C@H]1CO)c1ccccn1	-0.2	-7
COc1ccc(NC(=O)N(C)C[C@H]2OCCCC[C@H](C)Oc3ccc(NS(=O)(=O)c4ccccc4)cc3C(=O)N([C@@H](C)CO)C[C@@H]2C)cc1	2.1	x
C=CCNC(=O)[C@H]1[C@@H]2C(=O)O[C@@H](c3ccccc3)[C@@H](c3ccccc3)N2[C@@H](c2ccc(OCCO)cc2)[C@]12C(=O)N(C(=O)OCCOC)c1ccc(C#Cc3ccc(OC)cc3)cc12	-0.1	-2
COc1ccc(S(=O)(=O)N(C)CC(=O)Nc2ccc(I)cc2)cc1C	-0.2	5
CNC[C@H]1Oc2ccc(NC(=O)Nc3ccccc3)cc2CC(=O)N([C@@H](C)CO)C[C@@H]1C	1.6	6
Cc1cc(C)nc(SC2CCCCC2NS(=O)(=O)c2ccc(Cl)cc2)n1 (stereo unspecified)	0.1	x
C[C@H]1CN([C@@H](C)CO)C(=O)c2cccc(NS(=O)(=O)c3ccc(F)cc3)c2O[C@@H]1CN(C)C(=O)Nc1cccc2ccccc12	1.4	x

Profiles, looked up by structure:
COc1ccc(S(=O)(=O)N(C)CC(=O)Nc2ccc(I)cc2)cc1C reads IDH1 R132H inh: -0.2; EZH2 inh: 5
COC(=O)C1=C(C)NC(=O)NC1c1cccc(OC)c1OCc1ccccc1 (stereo unspecified) reads IDH1 R132H inh: 1.1; EZH2 inh: 2

The results go on.
SMILES	IDH1 R132H inh	EZH2 inh
Cc1ccc(Nc2nc(CSc3nnnn3-c3ccccc3)cc(=O)[nH]2)cc1	-0.1	x
CCC(=O)N(C)C[C@@H]1Oc2cc(C#CCOC)ccc2S(=O)(=O)N([C@H](C)CO)C[C@H]1C	-1.4	1
COc1ccc(NC(=O)Nc2ccc3c(c2)[C@@H]2C[C@H](CC(=O)NCc4ccccn4)O[C@H](CO)[C@@H]2O3)cc1	-0.4	-1
C/C(=C\CC[C@@H](C)[C@H]1CC(O)[C@@]2(C)C3CC[C@H]4C(C)(C)[C@@H](O[C@@H]5OC(CO)C(O)C(O)C5OC5OC(CO)C(O)C(O)C5O)CC[C@@]45C[C@@]35CC(O)[C@]12C)C(=O)O (stereo partly specified)	0.4	x
O=S(=O)(N[C@@H]1CC[C@H](CCn2cc(-c3cccc(F)c3)nn2)O[C@H]1CO)c1ccccc1	-0.2	27
C[C@@H]1CN([C@H](C)CO)C(=O)c2cc(NC(=O)CCC(F)(F)F)ccc2O[C@@H]1CN(C)Cc1ccc(Cl)c(Cl)c1	0.5	-14
O=C(NCCNc1ccc([N+](=O)[O-])cc1)c1ccco1	-0.1	x
CC(C)NC(=O)N(C)C[C@@H]1Oc2ccc(NS(=O)(=O)c3ccc(Cl)cc3)cc2CC(=O)N([C@@H](C)CO)C[C@@H]1C	2.7	1
C[C@H]1CN([C@@H](C)CO)C(=O)c2cccc(NC(=O)C3CC3)c2O[C@H]1CN(C)S(C)(=O)=O	x	7
CO[C@H]1CN(C)C(=O)c2ccc(NS(C)(=O)=O)cc2OC[C@H](C)N(CCC(F)(F)F)C[C@H]1C	0.3	1
C/C=C/c1cnc2c(c1)C(=O)N([C@@H](C)CO)C[C@H](C)[C@@H](CN(C)S(=O)(=O)c1ccc(C)cc1)O2	x	-8&2
O=C(NO)c1cccc(C(=O)N/N=C/c2ccc(Br)s2)c1	x	6
COc1ccc(CN(C)C[C@@H]2Oc3ccc(NC(=O)CCC(F)(F)F)cc3CC(=O)N([C@H](C)CO)C[C@H]2C)cc1	0.6	6
CC(C)NC(=O)N(C)C[C@@H]1Oc2ccc(NS(=O)(=O)c3ccc(Cl)cc3)cc2C(=O)N([C@@H](C)CO)C[C@@H]1C	-0.1	-3
Cc1ccc(F)c(NC(=O)CSc2nnc(-c3ccccc3)n2C)c1	0.3	-2
C[C@H]1CN([C@@H](C)CO)C(=O)Cc2cc(NS(=O)(=O)c3ccc(F)cc3)ccc2O[C@H]1CN(C)Cc1ccc(C(=O)O)cc1	4.4	x
C[C@H]1CN([C@@H](C)CO)S(=O)(=O)c2ccc(C#CC3CCCC3)cc2O[C@H]1CN(C)C(=O)C1CC1	x	-15
Cc1ccc(C(=O)CSc2nc3ccccc3o2)cc1[N+](=O)[O-]	-0.4	23
CCc1ccc(-n2nc3cc(C)c(NC(=O)COc4ccccc4[N+](=O)[O-])cc3n2)cc1	0.5	-7
COCC(=O)Nc1ccc2c(c1)C(=O)N(C)C[C@@H](OC)[C@H](C)CN(C(=O)C1CCCC1)[C@@H](C)CO2	-0.1	22
C[C@@H]1CN([C@@H](C)CO)C(=O)Cc2cc(NC(=O)C3CCCCC3)ccc2O[C@H]1CN(C)Cc1ccc(Cl)c(Cl)c1	-2.1	x
CC(C)C#Cc1ccc2c(c1)O[C@H](CN(C)C(=O)C1CCC1)[C@@H](C)CN([C@H](C)CO)S2(=O)=O	-4.6	-4
C[C@@H]1CCCCO[C@@H](CN(C)S(=O)(=O)c2cccs2)[C@@H](C)CN([C@@H](C)CO)C(=O)c2cc(NC(=O)CCC(F)(F)F)ccc2O1	7.5	x
Cc1cc(C)nc(SCC(O)COc2ccccc2)n1 (stereo unspecified)	-0.7	x
CCNC(=O)C[C@H]1CC[C@H](NS(=O)(=O)c2ccc(F)cc2)[C@H](CO)O1	0.0	3
SMILES	IDH1 R132H inh	EZH2 inh
CN(C)CC(=O)Nc1ccc2c(c1)[C@@H]1C[C@@H](CC(=O)NC3CCCCC3)O[C@@H](CO)[C@@H]1O2	0.1	2
CC(C)NC(=O)N(C)C[C@@H]1Oc2c(NC(=O)C3CCOCC3)cccc2C(=O)N([C@H](C)CO)C[C@@H]1C	1.2	-5
O=C(N[C@H]1C=C[C@H](CC(=O)N2CCCCC2)O[C@H]1CO)c1ccc2c(c1)OCO2	0.2	2
O=C(C[C@@H]1CC[C@@H](NC(=O)C2CCOCC2)[C@H](CO)O1)Nc1ccc(-c2ccccc2)cc1	0.2	1
Cc1noc(C)c1NC(=O)Nc1ccc2c(c1)C(=O)N([C@@H](C)CO)C[C@@H](C)[C@@H](CN(C)S(=O)(=O)c1cn(C)cn1)O2	-1.2	x
CCCN(C)C[C@H]1OCCCC[C@H](C)Oc2ccc(NC(=O)c3ccncc3)cc2C(=O)N([C@H](C)CO)C[C@H]1C	x	-2
CCCNC(=O)N(C)C[C@@H]1Oc2ncc(-c3ccc(OC)cc3)cc2C(=O)N([C@H](C)CO)C[C@H]1C	-0.2	-8
COc1cccc(C(=O)Nc2cccc(OCC(=O)c3ccccc3)c2)c1	0.1	7
Cc1ccc(-c2ccc3c(c2)O[C@H](CN(C)Cc2cccnc2)[C@H](C)CN([C@H](C)CO)S3(=O)=O)cc1	x	-13
CO[C@H]1CN(C)C(=O)c2ccc(NC(=O)c3cc(C)on3)cc2OC[C@@H](C)N(C(C)=O)C[C@H]1C	0.2	4
C[C@@H]1CN([C@@H](C)CO)S(=O)(=O)c2ccc(C#CC3CC3)cc2O[C@H]1CN(C)C(=O)C1CCCCC1	x	-17
C[C@@H]1CCC[C@H](C)N1NC(=O)c1ccc(Cl)c(S(N)(=O)=O)c1	-0.6	-6
Cc1ccc(S(=O)(=O)NCC[C@@H]2CC[C@H](NC(=O)c3cccc(F)c3)[C@@H](CO)O2)cc1	-0.1	-3
Cc1cc(-c2nn(C)c(=O)c3ccccc23)cc(C)c1OCC(=O)NN	-0.4	-10
CS(=O)(=O)Nc1ccc(C(=O)CC2(O)C(=O)Nc3ccc(Br)cc32)cc1 (stereo unspecified)	-0.2	-4
CO[C@@H]1CN(C)C(=O)c2cc(NC(=O)c3cc(C)on3)ccc2OC[C@H](C)N(C)C[C@@H]1C	0.2	5
CC(C)NC(=O)N(C)C[C@@H]1Oc2c(NC(=O)Nc3ccccc3)cccc2C(=O)N([C@H](C)CO)C[C@H]1C	-1.3	x
N#Cc1ccc(/C=N/NC(=O)CCCCCC(=O)NO)cc1	-0.2	8
COc1ccc(CN(C)C[C@H]2Oc3c(NC(=O)c4ccc(-c5nccs5)cc4)cccc3C(=O)N([C@H](C)CO)C[C@@H]2C)cc1	-0.6	3
C[C@@H]1CCCCO[C@@H](CN(C)CC2CC2)[C@@H](C)CN([C@H](C)CO)C(=O)c2cc(N(C)C)ccc2O1	4.5&-1.3	x
C[C@H](CO)N1C[C@H](C)[C@H](CN(C)S(=O)(=O)c2ccc(Cl)cc2)Oc2ccc(N(C)C)cc2C1=O	2.8	0
CCCNC(=O)C[C@H]1C[C@@H]2c3cc(NS(=O)(=O)c4ccc(F)cc4)ccc3O[C@@H]2[C@H](CO)O1	-0.7	-3
CO[C@@H](CN(C)S(=O)(=O)c1ccc(F)cc1)[C@@H](C)CN([C@@H](C)CO)S(=O)(=O)c1cccc(Cl)c1	0.2	-2
C[C@@H]1CN([C@H](C)CO)C(=O)c2cc(NC(=O)C3CC3)ccc2O[C@H]1CN(C)C(=O)Nc1ccc(C(F)(F)F)cc1	0.9	x
C[C@H](CO)N1C[C@H](C)[C@H](CN(C)C(=O)Nc2ccc3c(c2)OCO3)Oc2c(NS(=O)(=O)c3ccc(Cl)cc3)cccc2C1=O	0.2	x
C[C@H]1CN([C@@H](C)CO)C(=O)Cc2cc(N(C)C)ccc2O[C@@H]1CN(C)Cc1ccc(-c2ccccc2)cc1	0.1	8
CN(CC(=O)Nc1ccccc1Sc1ccccc1)S(=O)(=O)c1ccc(F)cc1	0.2	12
C[C@@H]1CN([C@@H](C)CO)C(=O)Cc2cc(NS(=O)(=O)c3cccs3)ccc2O[C@@H]1CN(C)C(=O)Nc1ccc(C(F)(F)F)cc1	3.5	x
C[C@H](CO)N1C[C@H](C)[C@@H](CN(C)S(=O)(=O)c2cccs2)Oc2c(NC(=O)Nc3cccc4ccccc34)cccc2C1=O	0.5	x

Bioassay records deposited in PubChem BioAssay by Broad Institute.
